# MOR-DOR ag = OPRM1-OPRD1 heterodimerization agonism | cells, luminescence | P35372+P41143 | 340,000 compounds, 0.3% hits | activation, % at 9.3 µM; in the data active = activation above about 18%;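 note: 0% = vehicle-treated cells and 100% = reference agonist; values of inactives mirror those of a sister screen read the other way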
# Target sequence (P35372 whole entry, looked up): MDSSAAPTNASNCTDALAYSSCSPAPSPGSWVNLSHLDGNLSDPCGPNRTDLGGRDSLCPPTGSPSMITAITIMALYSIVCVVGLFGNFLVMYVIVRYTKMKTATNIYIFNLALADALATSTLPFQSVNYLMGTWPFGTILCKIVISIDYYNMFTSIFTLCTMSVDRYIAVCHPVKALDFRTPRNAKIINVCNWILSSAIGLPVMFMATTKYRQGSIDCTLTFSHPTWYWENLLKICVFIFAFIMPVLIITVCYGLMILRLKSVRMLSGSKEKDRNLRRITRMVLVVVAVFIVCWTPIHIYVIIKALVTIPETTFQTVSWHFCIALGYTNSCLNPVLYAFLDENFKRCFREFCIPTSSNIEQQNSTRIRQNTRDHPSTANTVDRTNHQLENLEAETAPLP
# Target sequence (P41143 whole entry, looked up): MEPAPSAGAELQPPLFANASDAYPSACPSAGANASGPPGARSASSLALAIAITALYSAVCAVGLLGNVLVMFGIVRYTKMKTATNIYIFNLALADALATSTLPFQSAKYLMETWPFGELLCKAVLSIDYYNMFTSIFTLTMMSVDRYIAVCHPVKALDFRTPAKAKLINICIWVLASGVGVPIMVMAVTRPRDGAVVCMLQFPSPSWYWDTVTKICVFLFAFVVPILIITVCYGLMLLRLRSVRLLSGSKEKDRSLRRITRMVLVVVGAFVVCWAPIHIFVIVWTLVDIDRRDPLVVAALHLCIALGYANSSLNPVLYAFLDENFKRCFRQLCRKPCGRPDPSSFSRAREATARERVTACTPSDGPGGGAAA
# PfHsp90 set2 = inhibits growth of yeast expressing Plasmodium falciparum Hsp90 | 310,000 compounds, 0.32% hits | S. cerevisiae expressing PfHsp90, BacTiter-Glo ATP, 48 h; yeast lacking PDR1 and PDR3 efflux regulators | inhibition, % at 9.4 µM;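 active = every replicate shows inhibition above about 80%, whatever the replicate mean, limit read from the data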;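 note: 0% = DMSO neutral controls and 100% = 20 µM radicicol positive controls; yeast relying on Plasmodium falciparum Hsp90 in place of its own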
# Arrestin-AP2 inh = human beta-arrestin and AP2 interaction inhibition; FITC-arrestin peptide / GST-AP2 beads, flow cytometry; AP2 beta2 appendage carries R879A mutation; inhibition, % at 10 µM; 340,000 compounds, 0.31% hits; AID 504490;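 active = inhibition above a set limit, near 3 SD of compounds lacking own fluorescence, cut at about 54% in these data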;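 note: plate controls were DMSO wells for no effect and 5 µM unlabelled arrestin peptide for full effect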
#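 system = GST-tagged AP2 beta2-adaptin appendage (R879A) on 4 µm glutathione beads | reagent = FITC-labelled arrestin peptide probe, 50 nM final | schedule = compound with beads 12 min RT, then probe 1 h RT | signal = HyperCyt-sampled flow cytometry, FL1 channel, ex 488/em 535 nm | read-out = percent response from loss of bead-bound FITC fluorescence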
# phage Ecoli inh = E. coli growth loss with phage present; growth absorbance; inhibition, % at 11.9 µM; 360,000 compounds, 0.26% hits; AID 651602; in the data active = inhibition above about 11%
# PKA-R1A act = PKA-R1A complex activation; P00514+P68181; PKA-R1A dissociation, Cy5-IP20 fluorescence polarization; scaled: DMSO 0%, 113 µM cGMP 100%; activation, % at 11.4 µM; 340,000 compounds, 0.083% hits; AID 504707;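 active = percent activation above the mean of all tested compounds plus 3 SD, cut at about 19% in these data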;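 note: higher means more PKAc released from R1A so a rise in polarization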
# OPRM1-OPRD1 inv = inverse agonists of human mu-delta opioid receptor heterodimerization | P35372+P41143 | inhibition, % at 9.3 µM | 340,000 compounds, 0.21% hits | cell-based MOR-DOR heterodimer luminescence, inverse agonism; in the data active = inhibition above about 22%, passing the limit was not always enough;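 note: 0% = cells with DMSO and 100% = wells without cells with DMSO; values of inactives mirror those of a sister screen read the other way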
# DSG3 Ab inh = inhibitors of pemphigus antibody binding to human desmoglein-3. P32926. DSG3-coupled beads, scFv-anti-DSG3-GFP binding, flow cytometry; active compounds read low. binding (percent of control), % at 10 µM. 310,000 compounds, 0.48% hits. AID 588358;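 active = binding more than 3 SD below its plate's average and above zero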;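 note: hits lower antibody fragment binding to DSG3; some compounds called inactive have numbers as strong as hits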
# E coli growth = reduces bacterial viability in AddAB counter-screen. E. coli V3065 growth, OD600 absorbance, 18 h. inhibition, % at 11.9 µM. 330,000 compounds, 0.27% hits. AID 449728;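 active = inhibition above the campaign's mean inhibition across all tested compounds plus 3 SD, cut at about 9.9% in these data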;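 note: uninfected addAB+ strain grown without phage in ampicillin broth; 0% = DMSO wells and 100% = ciprofloxacin 0.95 µg/ml wells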
# Mot1-301 SUMO = inhibitors of SUMOylation pathway: yeast Mot1-301 growth rescue. 320,000 compounds, 1% hits. S. cerevisiae Mot1-301 growth rescue, ATP luminescence, 38.5C; percent above DMSO median, 100 means doubled. growth rescue, % at 18.8 µM. AID 2716;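 active = every valid replicate shows activation above 250% relative to neutral control wells; inactive = the rest, any valid replicate at or below 250%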;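 note: OY570 slx delta 5 strain wells were the positive control but not used for scaling; some compounds called inactive have numbers as strong as hits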
# AddAB inh = less growth of phage-infected E. coli with AddAB | E. coli expressing H. pylori AddAB, absorbance growth | inhibition, % at 11.9 µM | 330,000 compounds, 0.29% hits | AID 435030; in the data active = inhibition above about 12%;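 note: 0% = vehicle wells of infected cells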
# Tat transport = blocks Tat-dependent protein export in E. coli; inhibition, % at 10 µM; 340,000 compounds, 0.036% hits; E. coli MC4100 TorA-mCherry Tat export, fluorescence;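 active = mean replicate inhibition at least 50% and at least half of replicates individually reaching 50%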;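 note: exported cargo escapes ClpAP degradation while cytoplasmic cargo is degraded and loses fluorescence; 0% = median of neutral control wells and 100% = median of NaSCN control wells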
# Numbers without * were called inactive; / = no result given.
SMILES,MOR-DOR ag,PfHsp90 set2,Arrestin-AP2 inh,phage Ecoli inh,PKA-R1A act,OPRM1-OPRD1 inv,DSG3 Ab inh,E coli growth,Mot1-301 SUMO,AddAB inh,Tat transport
Cc1nc2ccccc2n1C(=O)N(C)C,-2.0,-17.3,44.2,5.7,-7.4,10.8,106.3,-0.5,73.5,3.3,0.7
O=C(N/C(=C\c1ccccc1)C(=O)N1CCOCC1)c1ccco1,-1.9,-7.5,43.1,3.8,-0.4,10.6,109.0,-2.2,-6.1,1.0,-0.5
COc1ccccc1C/C(N)=N/OC(=O)COc1cccc2ccccc12,0.2,/,-1.9,3.7,-6.4,-0.9,95.0,-0.7,4.0,1.1,2.1
C/C(=C\C(=O)c1ccncc1)Nc1ccccc1O,3.6,12.2,2.2,0.2,-2.5,-18.2,99.2,-2.8,28.0,0.6,-6.6
COc1c(C)cc(C(=O)C2CCCN(Cc3cnc(N4CCOCC4)s3)C2)cc1C (stereo unspecified),0.3,-2.0,-6.2,0.3,2.1,-1.7,107.3,1.3,-17.1,1.0,17.4
O=C(NC(=S)Nc1cccnc1)c1cccs1,0.5,-15.0,46.6,2.3,1.9,-2.6,108.5,-3.4,0.8,-1.2,-5.5
Cc1cccc(/C=N/N2CCN(c3ccccc3)CC2)c1,-0.4,8.8,1.9,2.0,4.8,2.3,95.8,-0.5,32.1,2.7,-0.1
CC1c2cc3c(cc2CCN1CC(=O)Nc1ccc(S(=O)(=O)N2CCCC2)cc1)OCCCO3 (stereo unspecified),-1.0,2.4,3.7,0.0,13.1,5.5,102.6,0.1,5.3,2.0,4.3
CC(=O)NC(CC(=O)Nc1cccc(S(=O)(=O)N2CCCC2)c1)c1ccccc1 (stereo unspecified),-1.6,-38.3,-15.0,0.5,0.3,8.8,/,0.4,16.8,-0.9,-7.1
O=C(c1ccc(S(=O)(=O)N2CCCC2)cc1)N1CCN(S(=O)(=O)c2cccc(F)c2)CC1,-2.0,-9.5,-7.1,0.3,-4.9,9.0,85.0,/,/,/,-4.2
Cc1sc2nc3ccc(N4CCCCC4)nn3c(=O)c2c1C,1.5,-10.0,-2.2,0.7,-0.9,-6.3,/,-0.2,-15.3,2.9,-9.9
C/C=C/C(=O)OCC(=O)Nc1ccccc1Br,1.1,-0.8,4.8,0.8,7.1,-4.8,97.8,-0.8,/,2.1,1.9
COc1ccccc1OCc1cc(C(=O)N2CCN(C)C(c3ccccc3)C2)no1 (stereo unspecified),-1.3,106.9*,15.0,1.2,-4.8,7.2,101.2,2.4,-7.7,1.9,-0.7
Cc1cc(=O)oc2c3c(cc(OCC(=O)N4CCC[C@H]4C(=O)O)c12)OC(C)(C)CC3,-1.6,-0.6,-7.0,3.9,-2.5,7.9,96.9,2.2,298.7,5.2,-3.5
Cc1ccc(S(=O)(=O)NNC(=O)C(O)(c2ccccc2C)c2ccccc2C)cc1,0.2,-9.0,-11.7,2.1,-2.2,-1.3,116.2,-1.0,-2.6,-0.3,-4.9
CC(C)N1CC(C(=O)Nc2cccc([N+](=O)[O-])c2)CC1=O (stereo unspecified),-3.3,-5.2,-11.1,-0.2,-4.1,15.2,99.5,-1.0,-2.4,-0.6,-4.0
O=C(NC1CCCC1)C(c1ccccc1)N(Cc1cccnc1)C(=O)Cc1cccs1 (stereo unspecified),-1.1,12.1,1.7,-4.3,2.6,5.1,102.0,-1.0,57.9,4.1,8.1
CCOc1ccccc1NC(=O)Cn1nnc(C(=O)NCCc2ccc(OC)c(OC)c2)c1N,3.7,-9.7,-4.5,3.4,-9.3,-23.3,86.9,-1.3,/,1.4,-7.2
COc1cc(NC(=O)C(C)C)ccc1NC(=O)c1cc2ccccc2o1,-3.0,6.3,4.9,1.5,-3.8,15.2,112.3,0.6,8.7,-0.1,-7.0
O=C(/C=N/O)NCC1CCNCC1,-0.3,-7.4,-1.3,1.3,-3.1,1.3,107.5,0.4,8.0,3.2,-0.5
CC(C)N(C(=O)[C@H]1CC(CC(=O)NCCC2=CCCCC2)C(=O)N2CCc3c([nH]c4ccccc34)[C@]12C)C(C)C (stereo partly specified),2.0,-10.4,41.3,0.2,-6.2,-9.5,102.4,-0.9,13.3,2.4,7.3
Cc1ccc(CNC(=O)c2ccc(NS(=O)(=O)c3cccs3)cc2)cc1,0.2,4.9,1.1,-2.2,-3.4,-1.2,111.6,-0.1,-1.4,2.2,1.5
Cc1ccc(Cn2nnc3c(=O)[nH]c(C4CCCN(C(=O)Nc5ccc(F)cc5F)C4)nc32)cc1 (stereo unspecified),0.4,4.1,12.1,-2.6,-5.9,-2.4,99.3,-0.7,2.8,0.4,11.2
CCOC(=O)c1c(NC(=O)CSc2n[nH]c(N)n2)sc(CC)c1C,3.2,-2.2,1.3,2.7,0.2,-18.6,105.7,-1.1,3.4,1.6,-5.0
Brc1ccc(OCc2ccccc2)c(CNCc2ccncc2)c1,-0.8,/,20.7,-0.1,-5.3,4.8,100.6,-0.5,261.9*,1.1,5.4

# The closing 5 records of the section above open the next one.
SMILES,MOR-DOR ag,PfHsp90 set2,Arrestin-AP2 inh,phage Ecoli inh,PKA-R1A act,OPRM1-OPRD1 inv,DSG3 Ab inh,E coli growth,Mot1-301 SUMO,AddAB inh,Tat transport
CC(C)N(C(=O)[C@H]1CC(CC(=O)NCCC2=CCCCC2)C(=O)N2CCc3c([nH]c4ccccc34)[C@]12C)C(C)C (stereo partly specified),2.0,-10.4,41.3,0.2,-6.2,-9.5,102.4,-0.9,13.3,2.4,7.3
Cc1ccc(CNC(=O)c2ccc(NS(=O)(=O)c3cccs3)cc2)cc1,0.2,4.9,1.1,-2.2,-3.4,-1.2,111.6,-0.1,-1.4,2.2,1.5
Cc1ccc(Cn2nnc3c(=O)[nH]c(C4CCCN(C(=O)Nc5ccc(F)cc5F)C4)nc32)cc1 (stereo unspecified),0.4,4.1,12.1,-2.6,-5.9,-2.4,99.3,-0.7,2.8,0.4,11.2
CCOC(=O)c1c(NC(=O)CSc2n[nH]c(N)n2)sc(CC)c1C,3.2,-2.2,1.3,2.7,0.2,-18.6,105.7,-1.1,3.4,1.6,-5.0
Brc1ccc(OCc2ccccc2)c(CNCc2ccncc2)c1,-0.8,/,20.7,-0.1,-5.3,4.8,100.6,-0.5,261.9*,1.1,5.4
O=C1CSC(c2ccccn2)N1c1ccc(Cl)c(Cl)c1 (stereo unspecified),0.3,-21.6,0.7,3.6,8.3,-1.4,/,0.5,-10.7,1.6,-10.0
CCc1ccc(S(=O)(=O)NCCOc2cccc3cccnc23)cc1,-2.2,-9.8,1.2,2.3,-9.6,15.2,/,-0.8,-15.3,-0.9,5.7
Cn1c(SCC(=O)Nc2nc3c(s2)CCCC3)nnc1-c1ccccc1,-2.3,55.7,8.3,1.2,-2.7,12.5,103.3,-0.8,8.7,2.6,-13.5
CC1OC(Nc2ccc(OC(F)(F)F)cc2)C(O)C(O)C1O (stereo unspecified),-1.6,/,-4.2,2.8,-9.4,9.4,/,-0.4,20.2,-0.4,6.0
CCCN(CC1CC1)C(=S)Nc1ccccc1F,-1.4,/,-1.8,0.6,6.8,6.8,115.6,1.9,-16.8,2.5,-12.6
S=c1[nH]c2cnccc2n1Cc1ccccc1,-0.5,16.1,20.6,2.1,-10.4,2.3,107.0,-1.4,-5.0,0.0,14.3
CN1CCN(S(=O)(=O)c2ccc(Sc3nnc(-c4cccs4)n3-c3ccccc3)nc2)CC1,-0.9,22.5,24.3,2.2,-5.0,5.4,/,-1.5,-1.0,-1.7,-6.9
CCOc1ccc(C(C)=O)cc1CSc1nc(C)cc(C)n1,-0.8,-8.2,29.6,1.1,0.1,3.8,94.9,-1.3,21.6,2.6,-0.2
COc1ccccc1CN(C)CC(=O)Nc1ccc(Cl)cc1C(F)(F)F,2.4,-13.5,16.2,-0.7,-3.1,-12.3,112.5,-8.6,7.7,-2.6,9.5
CC(=O)Nc1ccc(NC(=O)CCCNC(=O)c2ccc(Cl)cc2)cc1,2.0,8.4,11.9,-0.2,5.5,-13.0,/,2.3,-1.9,0.2,-7.9
Cc1ccc(C(=O)Nc2cccc(-c3ccc(N4CCOCC4)nn3)c2)cc1,2.1,/,-1.7,2.0,-2.6,-14.0,94.0,1.1,-5.8,0.4,15.6
COc1cccc(/C=N/NC(=O)c2cnn(-c3ccccc3)c2N)c1,-1.7,3.7,9.8,-1.1,0.7,8.9,116.7,0.6,149.1,4.1,-1.9
Cc1ccc(C(=O)NCC2CCCO2)cc1N1CCCC1=O (stereo unspecified),-0.1,-2.9,1.5,-0.2,-5.8,0.8,89.0,-0.8,13.5,-0.9,-5.2
CC(C)C(=O)NC(=S)Nc1ccc(S(=O)(=O)N(C)C)cc1,-2.5,2.6,19.6,-0.2,7.2,12.8,106.6,-2.0,26.3,2.7,-2.0
O=C(O)c1ccc(-n2c(=O)c3ccccc3c3ccccc3c2=O)cc1,-2.2,-12.5,17.2,5.2,3.3,12.6,99.7,-2.2,-11.9,-0.2,-0.6
CCCn1c(N2CCN(CC(=O)Nc3ccc4c(c3)OCCO4)CC2)nc2ccccc21,-0.6,-12.7,21.1,2.8,-5.0,3.5,111.5,-0.1,-7.0,4.7,2.8
CCN(CC(=O)Nc1ccc(OC)cc1)C(=O)c1ccccc1Sc1ccccc1C#N,-0.4,/,10.8,2.9,1.2,2.7,104.0,2.8,377.9,1.4,-2.3
Cc1cccc(NC(=S)NN(Cc2ccccc2)c2ccccc2)c1C,-2.9,-11.9,8.7,2.6,-6.4,16.3,/,-0.5,3.0,1.8,20.6
Cc1ccc(C(=O)N2CCN(c3ccc(C(F)(F)F)cn3)CC2)cc1,-0.7,20.6,0.3,3.6,6.6,3.8,102.7,-2.1,144.7,1.4,-2.0
CC(C)(C)C(=O)C(Oc1cccc2nonc12)n1cncn1 (stereo unspecified),-1.4,-3.6,-34.7,-0.2,9.9,7.6,96.8,-1.9,159.1,1.6,-4.6
CCCc1cc(C(=O)NNC(=S)NCC2CCCO2)cs1 (stereo unspecified),-4.8,6.0,-4.3,2.3,-0.8,25.6,102.5,-1.3,-10.7,2.5,3.1
N#Cc1c2n(c3c(=O)n(CC(=O)c4ccc([N+](=O)[O-])cc4)cnc13)CCCCC2,6.4,5.0,22.7,3.6,3.3,-32.8,97.8,2.4,18.9,2.6,-6.7
COC(=O)c1sc(-c2ccccc2)cc1NC(=O)c1ccccc1,-1.5,-31.6,-1.9,1.3,-11.6,7.4,96.5,2.6,8.2,5.3,3.8
COc1ccc(OCC(=O)N2CCN(C(=O)Cc3ccccc3)CC2)cc1,-2.9,-12.6,-0.1,2.6,-12.3,14.4,98.4,-2.5,331.7,-2.6,2.7

# Bioassay records (PubChem BioAssay)
